p53 reactivation – re-activators of mutant p53 | H1299 p53-A138V BP100-luciferase reporter, luminescence, 24 h | Potency, µM (highest dose often 92.2 µM), without a hit: top-dose activity change, positive = activation, most hits filed as activators | actives 0.063% (n = 320,000) | AID 504706; also: potency is read from the fitted curve at half-maximal effect; % of control where 0% means no effect; nearly all actives have a fitted effect of over 45% in size
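H1299 (p53-null), stable ts p53-A138V + BP100-Luc; 1000 cells/well, Opti-MEM/10% FBS; cpd 4 pt, 1:5; 24 h, 37 deg C, 5% CO2; detection reagent 10 min RT; luminescence.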
ELG1 DNA repair – ELG1-dependent DNA repair inhibition | HEK293T ELG1-luciferase reporter, luminescence, 16 h; DNA damage induced by 5-fluorouridine | actives 2.3% (n = 330,000) | AID 504467 | Potency, µM (titrated, usually from 46.1 µM), for inactives: top-dose activity change, negative = inhibition, most hits filed as inhibitors; also: potency is read from the fitted curve at half-maximal effect; % is scaled to controls: 0 for no effect and ±100 for the full control effect; nearly all actives have a fitted effect of over 55% in size
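Cells (2,000 per well) received 5-fluorouridine plus test compound or DMSO and were incubated 16 hr at 37 °C, 5% CO2. Luciferase activity was read by luminescence 30 min after ONE-Glo addition; signal suppression marked inhibition of damage-induced ELG1 function.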
RORgamma inh – inhibitors of mouse ROR gamma transcriptional activity; Potency, µM (highest dose often 53.6 µM), for the others: top-dose activity change, negative = inhibition, hits mostly inhibitors; P51450; actives 5.4% (n = 310,000); Drosophila S2 Gal4-RORgamma UAS-luciferase reporter, 20 h; also: potency is read from the fitted curve at half-maximal effect; % is scaled to controls: 0 for no effect and ±100 for the full control effect; nearly all actives have a fitted effect of over 60% in size
Target sequence (P51450 whole entry, looked up, the tested form may be a part): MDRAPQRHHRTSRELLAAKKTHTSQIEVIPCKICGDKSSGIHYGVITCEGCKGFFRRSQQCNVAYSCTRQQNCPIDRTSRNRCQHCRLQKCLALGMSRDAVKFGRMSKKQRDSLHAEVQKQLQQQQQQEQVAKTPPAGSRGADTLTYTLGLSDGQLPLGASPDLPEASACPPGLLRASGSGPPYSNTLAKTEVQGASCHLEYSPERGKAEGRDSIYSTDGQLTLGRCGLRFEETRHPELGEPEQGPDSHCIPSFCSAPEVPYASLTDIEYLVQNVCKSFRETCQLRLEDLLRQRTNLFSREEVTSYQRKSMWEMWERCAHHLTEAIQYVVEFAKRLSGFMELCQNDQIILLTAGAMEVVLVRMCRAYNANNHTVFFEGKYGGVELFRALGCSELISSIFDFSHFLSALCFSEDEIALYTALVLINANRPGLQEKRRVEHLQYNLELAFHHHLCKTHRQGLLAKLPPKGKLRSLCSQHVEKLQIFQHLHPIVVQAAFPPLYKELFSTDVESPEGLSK
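Drosophila Schneider cells stably carrying a metallothionein-driven Gal4 DBD–ROR gamma fusion and a UAS-Photinus luciferase reporter were exposed to compound for 1 hr, then induced with copper sulfate (700 uM final) for 20 hr at ambient temperature before luminescence reading.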
TRPV1 ag – human TRPV1 agonism; Q8NER1; TRPV1-expressing cells, Fluo-8 calcium influx, agonist mode; activation, % at 8.33 µM; actives 0.19% (n = 320,000); AID 540275; in the data active = activation above about 80%; inconclusive = between about 30% and that limit; also: 0% is about no effect
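Fluo-8 calcium influx in TRPV1-expressing cells, kinetic read (ex 480/em 520 nm). Compound added and read 3 min for agonist activity, followed by capsaicin at EC20 final and 2 min further read for enhancement.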
NPC1 promoter act – NPC1 promoter activation. Huh7 NPC1 promoter luciferase reporter, 24 h. Potency, µM (highest dose often 9.22 µM), for the others: at the top dose activation, most hits filed as activators. actives 2.4% (n = 320,000). AID 485313;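 also: potency is read from the fitted curve at half-maximal effect; % of control where 0% means no effect; nearly all actives have a fitted effect of over 60% in size; reporter is driven by a mutant NPC1 promoter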
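Readout is luciferase luminescence, reflecting NPC1 promoter activation in stably transfected Huh7 cells after 24 h compound exposure at 37 °C in reduced-serum medium with 10% FBS.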
BRCA1 expr up – BRCA1 expression activation | MCF7-BRCA1-FFLuc reporter, luminescence, 48 h; response scale: scaled: vehicle 0%, 10 µM genistein 100% | Potency, µM (series often up to 46.1 µM), for inactives: at the highest dose activation, most hits filed as activators | actives 1.1% (n = 380,000) | AID 624202; also: potency is read from the fitted curve at half-maximal effect; nearly all actives have a fitted effect of over 80% in size; some results filed as inactive show a strong effect at the top dose
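Cells: MCF7-BRCA1-FFLuc, 2000/well. Exposure: 48 h, 37 °C, 5% CO2. Read: luminescence, 15 min post-substrate. Controls: genistein 10 microM (maximal activation), DMSO (neutral).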
Gal4-VP16 FLuc – counter-screen for ROR gamma inhibitors: Gal4-VP16 reporter. Drosophila S2 Gal4-VP16 UAS-luciferase, luminescence, 20 h. Potency, µM (top dose mostly 53.6 µM), for the others: top-dose activity, negative = inhibition, usual class: inhibitors. actives 3.5% (n = 310,000). AID 2546;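 also: Gal4-VP16 expression switched on by copper sulfate through the metallothionein promoter; potency is read from the fitted curve at half-maximal effect; % is scaled to controls: 0 for no effect and ±100 for the full control effect; nearly all actives have a fitted effect of over 50% in size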
FLuc modulator – firefly luciferase modulation, counter-screen for miR-21 project | purified FLuc, Km substrates, luminescence inhibition | Potency, µM (doses to about 57.5 µM), without a hit: top-dose activity change, negative = inhibition, most hits filed as inhibitors | actives 6.9% (n = 360,000) | AID 588342;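 also: potency is read from the fitted curve at half-maximal effect; plate controls were vehicle for no effect and reference inhibitor for full effect; nearly all actives have a fitted effect of over 55% in size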
Target sequence (P08659 whole entry, looked up): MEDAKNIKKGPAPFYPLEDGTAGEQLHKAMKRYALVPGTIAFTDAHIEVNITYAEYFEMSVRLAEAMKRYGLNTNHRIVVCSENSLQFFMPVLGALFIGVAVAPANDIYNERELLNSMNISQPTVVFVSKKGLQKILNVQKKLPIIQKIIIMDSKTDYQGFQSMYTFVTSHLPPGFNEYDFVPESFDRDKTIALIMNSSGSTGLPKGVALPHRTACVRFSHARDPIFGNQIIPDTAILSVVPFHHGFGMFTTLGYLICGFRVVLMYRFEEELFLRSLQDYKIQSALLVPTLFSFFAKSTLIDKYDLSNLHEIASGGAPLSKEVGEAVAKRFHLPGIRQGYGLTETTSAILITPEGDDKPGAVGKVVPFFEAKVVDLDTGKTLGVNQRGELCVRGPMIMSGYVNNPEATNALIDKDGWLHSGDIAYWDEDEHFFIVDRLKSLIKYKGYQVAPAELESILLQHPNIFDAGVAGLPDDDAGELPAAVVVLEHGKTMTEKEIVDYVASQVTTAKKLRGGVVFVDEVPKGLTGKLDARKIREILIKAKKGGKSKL
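Purified P. pyralis luciferase, 10 nM final, with Km-level 10 uM D-luciferin and 10 uM ATP in 50 mM Tris acetate pH 7.5, 10 mM Mg acetate, 0.01% Tween-20, 0.05% BSA; 6-point qHTS titration about 60 µM downward; luminescence read.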
Rab9 promoter act – activators of Rab9 promoter; Huh7 Rab9 promoter-luciferase reporter, luminescence, 24 h; Potency, µM (series often up to 9.22 µM), for inactives: at the highest dose activation, negative = inhibition, most hits filed as activators; actives 2.8% (n = 320,000); AID 485297; also: potency is read from the fitted curve at half-maximal effect; % of control where 0% means no effect; nearly all actives have a fitted effect of over 60% in size
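Luciferase signal after 10 min detection reagent at ambient indicates Rab9 promoter upregulation; stably transfected Huh7 cells were treated 24 h with compound in DMSO at 37 °C, 5% CO2.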
Tb PFK block – inhibitors of T. brucei phosphofructokinase; Potency, µM (highest dose often 57.5 µM), for the others: top-dose activity, negative = inhibition, most hits filed as inhibitors; actives 0.17% (n = 330,000); T. brucei PFK, ADP-Glo luminescence; AID 485367; O15648;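 also: potency is read from the fitted curve at half-maximal effect; 0% = uninhibited 1x PFK enzyme wells and -100% = no-enzyme wells; nearly all actives have a fitted effect of over 60% in size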
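PFK 1.25 nM, F6P 0.5 mM, ATP 0.1 mM, 0.1 M TEA pH 8.0, 5 mM MgCl2, 0.01% Tween20, 0.1% BSA; 45 min RT. ADP-Glo readout. qHTS titration up to 57 uM; curves fitted, compounds curve-classed.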
ELG1 genotoxic – inducers of genotoxicity in HEK293T ELG1-luciferase cells; HEK293T ELG1-luciferase reporter, luminescence, 16 h; Potency, µM (highest dose often 46 µM), inactives show at the top dose activity change, positive = activation, actives largely listed as activators; actives 1.3% (n = 330,000); also: potency is read from the fitted curve at half-maximal effect; % of control where 0% means no effect; nearly all actives have a fitted effect of over 60% in size
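Genotoxicity was scored as increased ELG1-luciferase reporter signal, measured by ONE-Glo luminescence (30 min, room temperature). Compound or vehicle exposure of the HEK293T reporter cells lasted 16 hr at 37°C.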
* marks the source's active call; other numbers are inactive results; ? = inconclusive; . = no result given; [ ] = dose if it differs, or a comment. Unless noted, calls follow the shape of the dose curve; as a rule, active = well fitted curve in the direction sought with a large enough effect; inconclusive = small, poorly fitted or top-dose-only effect, or another doubt; inactive = no such curve, though single readings can be large; an effect the other way counts as inactive or inconclusive.

SMILES	p53 reactivation	ELG1 DNA repair	RORgamma inh	TRPV1 ag	NPC1 promoter act	BRCA1 expr up	Gal4-VP16 FLuc	FLuc modulator	Rab9 promoter act	Tb PFK block	ELG1 genotoxic
Cc1nn(Cc2cccc(F)c2)c(C)c1NC(=O)c1c([N+](=O)[O-])c(C)nn1C	-2%	-5%	-12%	1	-1%	-4%	2%	3%	2%	-1%	0%
C/C(=N\NC(N)=O)C1(C)CCCCC1	-2%	1%	2%	-12	-1%	-2%	-15%	-1%	-6%	-8%	2%
CCc1ccc(OCC(=O)NNC(=S)NC(=O)C2CCCCC2)c(Br)c1	?	?	10µM*	-4	-4%	1%	-22%	2%	26%	-3%	14%
C/C(=N\NC(=O)c1cccc2ccccc12)c1cccs1	?	?	-13%	2	?	67%	21%	?	?	4%	?
O=C(NCCN1CCN(c2ccccc2F)CC1)c1ccc2nc3ccccc3c(=O)n2c1	9%	-14%	-15%	0	7%	4%	-9%	3%	1%	-10%	-9%
CCN(c1ccccc1)S(=O)(=O)c1ccc(Cl)c(NC(=O)CN2CCN(C)CC2)c1	20%	?	.	-2	-1%	-21%	.	6%	2%	0%	1%
COc1cccc(-c2nnc3sc(-c4cccs4)nn23)c1	17%	3%	6%	?	3.2µM*	88%	3%	?	2.8µM*	1%	16%
Cc1cc(C(=O)O[C@H]2[C@H](C)NS(=O)(=O)[C@H]3C[C@@H]4C=C[C@]23O4)cc([N+](=O)[O-])c1	19%	2%	.	-6	1%	-8%	.	3%	-10%	-3%	2%
COCCCNC(=O)c1cc(Sc2ccc(F)cc2)nc2ccccc12	1%	-26%	17%	24	-2%	-7%	-2%	-4%	-12%	4%	-7%
COc1ccc(C2OC(=O)CC2C(=O)NCc2ccc(C)cc2)cc1OC (centres undefined)	0%	?	16%	2	-4%	3%	2%	-3%	-5%	-7%	11%
COc1ccc(-n2cnnc2SCC(=O)Nc2cc(C(C)(C)C)nn2-c2ccccc2)cc1	1%	21µM*	-2%	2	1%	-20%	3%	3%	-3%	-4%	-19%
CCOC(=O)c1[nH]n(-c2ccc(Cl)cc2)c(=O)c1C	-9%	-7%	?	-7	-2%	-7%	-16%	4%	-4%	1%	-5%

Three of the entries above in order of the Tb PFK block value, highest first:
SMILES | p53 reactivation | RORgamma inh | TRPV1 ag | NPC1 promoter act | BRCA1 expr up | Rab9 promoter act | Tb PFK block
Cc1nn(Cc2cccc(F)c2)c(C)c1NC(=O)c1c([N+](=O)[O-])c(C)nn1C | -2% | -12% | 1 | -1% | -4% | 2% | -1%
COc1ccc(-n2cnnc2SCC(=O)Nc2cc(C(C)(C)C)nn2-c2ccccc2)cc1 | 1% | -2% | 2 | 1% | -20% | -3% | -4%
O=C(NCCN1CCN(c2ccccc2F)CC1)c1ccc2nc3ccccc3c(=O)n2c1 | 9% | -15% | 0 | 7% | 4% | 1% | -10%

(next part)
SMILES	p53 reactivation	ELG1 DNA repair	RORgamma inh	TRPV1 ag	NPC1 promoter act	BRCA1 expr up	Gal4-VP16 FLuc	FLuc modulator	Rab9 promoter act	Tb PFK block	ELG1 genotoxic
COc1ccccc1N(CC(=O)N/N=C(\C)c1ccc(F)cc1)S(=O)(=O)c1ccccc1	1%	20%	.	2	1%	-16%	.	-1%	-8%	-9%	6%
CCN1CCCC1CNC(=O)C1CCN(C(=O)c2cc3sccc3n2Cc2ccc(F)cc2)CC1 (centres undefined)	14%	19%	-1%	2	-3%	2%	-6%	-1%	-1%	-3%	5%
CS(=O)(=O)N1CCN(c2ccccc2NC(=O)c2ccc3ccccc3c2)CC1	-1%	12µM*	-22%	2	1%	-22%	-1%	-15%	1%	2%	-5%
Cc1cc(C)cc(N(CCC#N)C(=O)COC(=O)c2ccccc2SCC(=O)N2CCCC2)c1	-3%	?	-1%	3	-1%	-11%	-9%	1%	1%	-1%	-3%
Cc1cc(C)c2oc(C(=O)N(Cc3ccccc3)C3CCS(=O)(=O)C3)cc(=O)c2c1 (centres undefined)	-8%	22%	-12%	0	?	-27%	-8%	-2%	1%	-2%	3%
COc1cc(CN2CCNC(=O)C2CC(=O)N2CCCCO2)cc(OC)c1 (centres undefined)	-2%	-24%	21%	2	-4%	-2%	-4%	2%	3%	4%	0%
CCC(C)NC(=O)CSc1nc2c(sc(=S)n2Cc2ccco2)c(=O)n1-c1ccccc1 (centres undefined)	-1%	?	7%	-1	-1%	-35%	-4%	1%	13%	2%	0%
CCC(c1nnnn1Cc1ccco1)N1CCC(C(N)=O)CC1 (centres undefined)	7%	9%	-21%	0	-2%	-8%	-2%	-2%	9%	-6%	7%
Cc1ccc(S(=O)(=O)N(C)c2ccc(OC(C)C(=O)N(C)c3ccccc3)cc2)cc1 (centres undefined)	-5%	?	.	0	0%	-19%	.	4%	-2%	0%	-2%
O=C(NCCc1ccc(Cl)cc1)c1ccc2nc[nH]c2c1	-7%	29%	16%	?	17%	49%	1%	?	22%	-3%	2%
Cc1onc(-c2ccccc2)c1C(=O)N1CCC(C)CC1	-2%	1%	-28%	2	-4%	-15%	-2%	2%	-3%	-9%	4%
CC1=C(C(=O)O)N2C(=O)C(NC(=O)c3nn(C)cc3Cl)C2SC1 (centres undefined)	-4%	-4%	0%	0	0%	-10%	0%	2%	6%	2%	2%
CCC(C)C1=CC(=Nc2c(C)n(C)n(-c3ccccc3)c2=O)C=C(C(C)CC)C1=O (centres undefined)	-5%	1%	-16%	8	0%	29%	4%	?	2%	-7%	-6%
Cc1cccc(OC(C)C(=O)Nc2ccc(S(=O)(=O)N3CCCC3)cc2)c1 (centres undefined)	-10%	?	5%	?	-4%	1%	-1%	2%	0%	0%	-6%
Cc1ccc(NC(=O)CSc2n[nH]c(-c3ccncc3)n2)c(C)c1	-3%	4%	2%	-2	-2%	0%	-26%	-4%	2%	-3%	4%
O=C(Nc1nccs1)c1ccc(NC(=O)c2ccco2)cc1	?	?	?	0	4µM*	5µM*	-28%	17µM*	2.8µM*	3%	?
COc1cc(OC)cc(C(=O)NCCNC(=O)c2ccco2)c1	3%	16%	32%	1	2%	15%	-13%	0%	5%	3%	-2%
CN(C)c1cccc(C(=O)NCC(c2ccco2)N(C)C)c1 (centres undefined)	?	?	-4%	2	18%	35%	4%	?	12%	3%	?
CC1CCCCN1C(=O)CSc1nc(N)nc(N)n1 (centres undefined)	12%	12%	.	-3	10%	48%	.	1%	0%	1%	1%
Cc1cc(C)c(NC(=O)CN2C(=O)NC3(CCOc4ccccc43)C2=O)c(C)c1 (centres undefined)	4%	13%	-5%	0	-2%	-9%	-8%	0%	-3%	0%	2%
O=C(COC(=O)c1cn(-c2ccccc2)nc1-c1cccs1)NC1CC1	-4%	-20%	32%	?	5%	-18%	-2%	?	3%	-1%[0.46 µM]	-6%
COc1ccc(NC(C(=O)Nc2cccc(C(C)=O)c2)c2ccccc2)cc1 (centres undefined)	27%	?	42%	17	16%	2%	5%	-17%	4%	7%	6%
COc1cccc(NC(=O)CCSc2nnc3scc(-c4ccccc4)n23)c1	-6%	3%	0%	7	-4%	-8%	24%	-3%	-9%	-6%	1%
O=C(CSc1nc2ccccc2n1CCc1ccccc1)c1ccc(O)c(O)c1	15%	4%	7.9µM*	?	-8%	-30%	?	-11%	0%	-24%	7%
Cc1cccc(NC(=S)Nc2ccccn2)c1	23%	?	0.5µM*	9	22%	81%	6.3µM*	?	?	-4%	12%
C=C(C)Cn1c(SCC(=O)O)nnc1-c1ccccc1	3%	12%	-18%	-3	5%	-1%	0%	1%	-3%	-4%	1%
COc1ccccc1C(=O)NCCCN1CCCC1=O	9%	3%	-16%	0	6%	12%	-9%[0.365 µM]	0%	-4%	3%	-3%
CCN(CC)C(=O)C1CCC(CNS(=O)(=O)c2cccc3nsnc23)CC1 (centres undefined)	23%	-2%	6%	0	-5%	0%	4%	0%	-2%	1%	-3%
O=C(C1CCCC1)N1CCN=C1SCc1cccc([N+](=O)[O-])c1	27%	-22%	41%	13	-4%	-32%	23%	5%	-1%	0%	-12%
Cc1cc(C(=O)Nc2c(F)cc(F)cc2Br)no1	18%	?	-7%	-1	1%	40%	20%	1%	-3%	-4%	14%
C=CCOc1c(CNc2ccc3[nH]c(=O)[nH]c3c2)cccc1OC	-2%	-1%	-9%	?	-2%	-5%	7%	-3%	0%	-8%	-3%

Compound activity deposited in PubChem BioAssay by National Center for Advancing Translational Sciences (NCATS).
